PvdQ acylase: P. aeruginosa PvdQ acylase inhibitors, primary screen, biochemical, fluorescence, plate reader and imaging, single point; AID 488965, 2010; PvdQ acylase [Pseudomonas aeruginosa LESB58]; 340,000 tested, 0.063% active; purified PvdQ acylase; inhibition, % at 10 µM; in the data active = inhibition above about 30%, passing the limit was not always enough; inconclusive = no clear call, values can overlap the other calls;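 note: 0% = vehicle neutral wells and 100% = reference inhibitor wells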
CAL PDZ FP-1: CAL PDZ peptide-binding inhibitors, primary screen, biochemical, fluorescence polarization, Cer-tagged CAL PDZ, HTS | AID 504414, 2011 | purified CAL PDZ, TMR-peptide fluorescence polarization, 1 h | inhibition, % at 20 µM | 330,000 tested, 0.02% active;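 active = highest replicate inhibition of at least 40%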;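 note: plate controls were DMSO neutral control wells for no effect and unlabeled competitor peptide control wells for full effect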
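Assay system – tagged CAL PDZ protein CerCALP, purified · Timing – 1 h at RT · Compound – single point, 20 µM · Measured by – fluorescence polarization from S- and P-plane intensities, G-factor corrected · Evaluation – inhibition from polarization loss · Probe or stimulus – TMR reporter peptide T*-PRC34 · Buffer or medium – pH 7.4 phosphate-saline buffer, reducing agent, detergent, IgG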
SR-BI uptake up: activators of SR-BI mediated DiI-HDL uptake, primary screen, ldlA[mSR-BI] CHO cells, DiI fluorescence; 3 h; 100 = double the neutral-control signal; activation, % at 12.5 µM; 320,000 tested, 0.096% active; AID 504775, 2011;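 active = mean replicate activation of at least 60% and every replicate at or above 60%; inconclusive = mean or all-replicate condition met, but not both; inactive = mean below 60% and not all replicates reaching 60%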;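 note: 0% = median plate neutral-control signal and 100% = twice that signal; values of inactives mirror those of a sister screen read the other way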
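Material: SR-BI-overexpressing, LDLR-lacking CHO cells; schedule: compound exposure 3 h, 37 °C; reagent: DiI-labelled HDL at 10 µg/mL final; technique: bottom-read fluorescence, 550/595 nm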
CAL PDZ FP-2: untagged CAL PDZ binding inhibitors, primary screen, biochemical, fluorescence polarization, HTS. Golgi-associated PDZ and coiled-coil motif-containing protein (Homo sapiens), Q9HD26. purified CAL PDZ, TMR-peptide fluorescence polarization, 1 h. inhibition, % at 24.9 µM. 300,000 tested, 0.92% active. AID 602252, 2012;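 active = mean inhibition of at least 30% with at least half of replicates also reaching 30%; inconclusive = no clear call, values can overlap the other calls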;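 note: 0% = DMSO neutral control and 100% = excess unlabeled competitor peptide PRC23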
SR-BI DiI inh: inhibitors of SR-BI mediated HDL lipid uptake, primary screen, ldlA[mSR-BI] cells, fluorescence, single point; inhibition, % at 12.5 µM; AID 488896, 2010; Scavenger receptor class B member 1 (Mus musculus), Q61009; 320,000 tested, 0.96% active; ldlA[mSR-BI] CHO cells, DiI-HDL uptake fluorescence, 3 h;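 active = mean replicate inhibition of at least 70% and a set share of replicates each scoring 70 or more; inconclusive = meets just one of the two criteria; inactive = fails both criteria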;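 note: 0% = median of neutral control wells and 100% = median of positive control wells; values of inactives mirror those of a sister screen read the other way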
Target sequence (Q61009 whole entry, looked up): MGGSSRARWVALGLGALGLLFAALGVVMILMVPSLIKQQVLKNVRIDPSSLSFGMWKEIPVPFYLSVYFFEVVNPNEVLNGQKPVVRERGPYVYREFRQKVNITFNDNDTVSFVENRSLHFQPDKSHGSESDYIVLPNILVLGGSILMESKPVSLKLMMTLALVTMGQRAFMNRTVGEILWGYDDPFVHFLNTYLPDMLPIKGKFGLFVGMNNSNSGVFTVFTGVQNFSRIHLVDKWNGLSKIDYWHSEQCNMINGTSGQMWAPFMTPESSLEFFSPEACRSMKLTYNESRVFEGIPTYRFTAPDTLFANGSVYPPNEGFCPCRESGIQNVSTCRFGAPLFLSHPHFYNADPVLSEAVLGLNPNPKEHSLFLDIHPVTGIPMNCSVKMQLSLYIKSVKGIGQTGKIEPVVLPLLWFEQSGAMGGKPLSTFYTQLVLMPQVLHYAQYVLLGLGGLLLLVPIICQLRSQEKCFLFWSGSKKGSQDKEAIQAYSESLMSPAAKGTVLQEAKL
dFosB activator: activators of delta FosB homodimer, primary screen, biochemical, fluorescence polarization, TAMRA-CDK5 oligo, single point; Protein FosB (Mus musculus), P13346; purified delta FosB; percent of positive-control signal above neutral wells; activation, % at 25 µM; 340,000 tested, 0.99% active;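 active = mean activation above about 17%, with every replicate also reaching it, limit read from the data, passing the limit was not always enough; inconclusive = only one of the two conditions met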;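 note: fluorescence polarization rise as delta FosB binds a TAMRA Cdk5 AP-1 oligo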
PfHsp90 set2: growth inhibition of PfHsp90-expressing yeast, primary screen, antimalarial PfHsp90 inhibitor project, S. cerevisiae, BacTiter-Glo luminescence, single point, set 2; AID 504621, 2011; inhibition, % at 9.4 µM; 310,000 tested, 0.32% active; BacTiter-Glo ATP, 48 h; yeast lacking PDR1 and PDR3 efflux regulators;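 active = every replicate shows inhibition above about 80%, whatever the replicate mean, limit read from the data; inconclusive = mean inhibition reaches the set limit but some replicate falls short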;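 note: 0% = DMSO neutral controls and 100% = 20 µM radicicol positive controls; yeast relying on Plasmodium falciparum Hsp90 in place of its own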
NSD2 HMT inh: NSD2 histone methyltransferase inhibitors, primary screen, biochemical, AlphaScreen, single concentration, set 2; Histone-lysine N-methyltransferase NSD2 (Homo sapiens), O96028; NSD2 peptide methylation, 120 min; inhibition, % at 12.5 µM; 310,000 tested, 0.54% active; in the data active = inhibition above about 50%
Rtt109 HAT inh: inhibitors of C. albicans Rtt109/Vps75 HAT, primary screen, biochemical, ThioGlo CoA-SH fluorescence, plate reader. Histone acetyltransferase RTT109 (Candida albicans (strain SC5314 / ATCC MYA-2876)), …. purified Rtt109/Vps75, 4 h. inhibition, % at 34.9 µM. 330,000 tested, 0.16% active. AID 540336, 2011;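 active = inhibition of at least 50% in every replicate; inconclusive = best replicate reaches 50% inhibition but some replicates fall short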
Target sequence (Q5AAJ8 whole entry, looked up): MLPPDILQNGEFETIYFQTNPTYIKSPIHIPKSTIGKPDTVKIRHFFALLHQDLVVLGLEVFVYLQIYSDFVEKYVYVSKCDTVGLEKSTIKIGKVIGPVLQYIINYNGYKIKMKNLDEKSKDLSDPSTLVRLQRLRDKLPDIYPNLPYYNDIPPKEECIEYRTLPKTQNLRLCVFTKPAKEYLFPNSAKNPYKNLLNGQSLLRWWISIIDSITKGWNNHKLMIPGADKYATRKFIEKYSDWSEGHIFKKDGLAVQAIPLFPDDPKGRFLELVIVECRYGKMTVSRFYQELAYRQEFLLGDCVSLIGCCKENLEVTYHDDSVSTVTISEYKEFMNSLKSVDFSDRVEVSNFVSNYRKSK
MITF act: activators of MITF-driven TRPM1 promoter reporter, primary screen, cell-based, SK-MEL-5, luciferase, single point; SK-MEL-5 TRPM1-promoter luciferase, 24 h; % of positive control, neutral wells = 0; activation, % at 12.5 µM; 300,000 tested, 0.75% active; AID 588334, 2011;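 active = mean activation of at least 80% with every replicate also reaching 80%; inconclusive = mean reaches 80% but some replicate falls short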;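 note: 0% = neutral control wells and 100% = parthenolide positive control wells; values of inactives mirror those of a sister screen read the other way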
* marks the source's active call; other numbers are inactive results; & = joins results of further samples.

How did O=C(Nc1ccc(N2CCOCC2)c(Cl)c1)c1ccc(Cl)cc1 do in these assays?
PvdQ acylase: -6; CAL PDZ FP-1: -0.7; SR-BI uptake up: -64; CAL PDZ FP-2: -4; SR-BI DiI inh: 64; dFosB activator: -17; PfHsp90 set2: -7; Rtt109 HAT inh: 0; MITF act: 68

Results for CC(C)(C)c1ccc(OCCCC(=O)N2CCOCC2)cc1 ?
PvdQ acylase: -2; CAL PDZ FP-1: -1.0; SR-BI uptake up: 2; CAL PDZ FP-2: -1; SR-BI DiI inh: -2; dFosB activator: -1; PfHsp90 set2: -1; NSD2 HMT inh: -1; Rtt109 HAT inh: -2; MITF act: 44

How did C[C@]12CC[C@H](O)CC1=CCC1C2CC[C@@]2(C)C1CC[C@@H]2NC(=O)[C@@H](N)Cc1cnc[nH]1 (some centres not stated) do in these assays?
PvdQ acylase: -14; CAL PDZ FP-1: 0.2; SR-BI uptake up: -15; CAL PDZ FP-2: 1; SR-BI DiI inh: 15; dFosB activator: -16; PfHsp90 set2: 21; NSD2 HMT inh: 1; Rtt109 HAT inh: 0; MITF act: 14

How did O=C(CSc1nc2ccccc2c(=O)n1Cc1ccco1)c1ccccc1 do in these assays?
PvdQ acylase: -14; CAL PDZ FP-1: -2.6; SR-BI uptake up: 2; CAL PDZ FP-2: -4; SR-BI DiI inh: -2; dFosB activator: -14; PfHsp90 set2: 1; NSD2 HMT inh: 0; Rtt109 HAT inh: 3; MITF act: 33

Results for O=C(Oc1ccc(N2C(=O)CCC2=O)cc1)c1ccccc1 ?
PvdQ acylase: -7; CAL PDZ FP-1: -2.0; SR-BI uptake up: -1; CAL PDZ FP-2: 0; SR-BI DiI inh: 1; dFosB activator: 7; PfHsp90 set2: -5; NSD2 HMT inh: -1; Rtt109 HAT inh: -2; MITF act: -3

How did CCOc1ccc(/C=N/NC(N)=S)cc1 do in these assays?
PvdQ acylase: -3; CAL PDZ FP-1: -2.0; SR-BI uptake up: -33; CAL PDZ FP-2: 1; SR-BI DiI inh: 33; dFosB activator: -6; PfHsp90 set2: 24; NSD2 HMT inh: 2; Rtt109 HAT inh: -6; MITF act: 10

What do the screens show for `CC1CC(OC(=O)C(O)c2ccccc2)CC(C)(C)N1C` (configuration not stated)?
PvdQ acylase: 5&-10; CAL PDZ FP-1: 0.4; SR-BI uptake up: 10&11; CAL PDZ FP-2: -1; SR-BI DiI inh: -10&-11; dFosB activator: 3; PfHsp90 set2: -1; Rtt109 HAT inh: -2&1; MITF act: -2

Results for COc1cccc(/C=C/C(=O)OCC(=O)N2c3ccccc3CC2C)c1OC (configuration not stated) ?
PvdQ acylase: 3; CAL PDZ FP-1: -1.8; SR-BI uptake up: -3; CAL PDZ FP-2: -6; SR-BI DiI inh: 3; dFosB activator: -4; PfHsp90 set2: 3; NSD2 HMT inh: -3; Rtt109 HAT inh: -16; MITF act: -5

What do the screens show for `Cc1cc(C)cc(NC(=O)C2CCCN2S(=O)(=O)c2ccc3c(c2)n(C)c(=O)c(=O)n3C)c1` (configuration not stated)?
PvdQ acylase: -12; CAL PDZ FP-1: -0.9; SR-BI uptake up: 5; CAL PDZ FP-2: 1; SR-BI DiI inh: -5; dFosB activator: 8; PfHsp90 set2: -28; Rtt109 HAT inh: 11; MITF act: -10

What do the screens show for `Cc1cc(NC(=O)c2ccc(C(C)(C)C)cc2)no1`?
PvdQ acylase: 6; CAL PDZ FP-1: 0.3; SR-BI uptake up: -4; CAL PDZ FP-2: 3; SR-BI DiI inh: 4; dFosB activator: 4; PfHsp90 set2: 0; NSD2 HMT inh: -2; Rtt109 HAT inh: -1

How did COc1cccc(NC(=S)Nc2cc(C)cc(C)n2)c1 do in these assays?
PvdQ acylase: -13; CAL PDZ FP-1: -0.4; SR-BI uptake up: 19; CAL PDZ FP-2: 0; SR-BI DiI inh: -19; dFosB activator: -8; PfHsp90 set2: -18; NSD2 HMT inh: -1; Rtt109 HAT inh: -3

What do the screens show for `CS(=O)(=O)c1ccc(S(=O)CC(=O)OCc2ccccc2)c([N+](=O)[O-])c1` (configuration not stated)?
PvdQ acylase: -6; CAL PDZ FP-1: -2.7; SR-BI uptake up: 30; CAL PDZ FP-2: -4; SR-BI DiI inh: -30; dFosB activator: 0; PfHsp90 set2: -18; NSD2 HMT inh: 7; Rtt109 HAT inh: 4; MITF act: -82

Results for Cc1cc(C)c(NC(=O)C2=COCCO2)c(C)c1 ?
PvdQ acylase: -5; CAL PDZ FP-1: 0.6; SR-BI uptake up: 7; SR-BI DiI inh: -7; dFosB activator: 4; PfHsp90 set2: 0; NSD2 HMT inh: 0; Rtt109 HAT inh: 1; MITF act: 21

What do the screens show for `O=C(CSc1nnc(NC(=O)c2c(F)cccc2F)s1)Nc1ccccc1F`?
PvdQ acylase: -4; CAL PDZ FP-1: -2.6; CAL PDZ FP-2: -3; dFosB activator: 1; PfHsp90 set2: -12; NSD2 HMT inh: -1; Rtt109 HAT inh: 2; MITF act: 31

What do the screens show for `NS(=O)(=O)c1ccc(CCNC(=O)c2ccncc2)cc1`?
PvdQ acylase: 13; CAL PDZ FP-1: -2.4; SR-BI uptake up: 12; CAL PDZ FP-2: -6; SR-BI DiI inh: -12; dFosB activator: -8; PfHsp90 set2: -15; NSD2 HMT inh: 3; Rtt109 HAT inh: 16; MITF act: -4

As a working copy, some entries already given.
How did O=C(Nc1ccc(N2CCOCC2)c(Cl)c1)c1ccc(Cl)cc1 do in these assays?
PvdQ acylase: -6; CAL PDZ FP-1: -0.7; SR-BI uptake up: -64; CAL PDZ FP-2: -4; SR-BI DiI inh: 64; dFosB activator: -17; PfHsp90 set2: -7; Rtt109 HAT inh: 0; MITF act: 68

Results for CC(C)(C)c1ccc(OCCCC(=O)N2CCOCC2)cc1 ?
PvdQ acylase: -2; CAL PDZ FP-1: -1.0; SR-BI uptake up: 2; CAL PDZ FP-2: -1; SR-BI DiI inh: -2; dFosB activator: -1; PfHsp90 set2: -1; NSD2 HMT inh: -1; Rtt109 HAT inh: -2; MITF act: 44

How did C[C@]12CC[C@H](O)CC1=CCC1C2CC[C@@]2(C)C1CC[C@@H]2NC(=O)[C@@H](N)Cc1cnc[nH]1 (some centres not stated) do in these assays?
PvdQ acylase: -14; CAL PDZ FP-1: 0.2; SR-BI uptake up: -15; CAL PDZ FP-2: 1; SR-BI DiI inh: 15; dFosB activator: -16; PfHsp90 set2: 21; NSD2 HMT inh: 1; Rtt109 HAT inh: 0; MITF act: 14

Additional entries follow.
How did CCN(CC)CCN(Cc1cc2cc(C)ccc2[nH]c1=O)C(=S)NCc1ccco1 do in these assays?
PvdQ acylase: -3; CAL PDZ FP-1: -0.2; SR-BI uptake up: -3; CAL PDZ FP-2: -3; SR-BI DiI inh: 3; dFosB activator: -8; PfHsp90 set2: -21; NSD2 HMT inh: 16; Rtt109 HAT inh: -1; MITF act: -4

How did Fc1ccc(-n2nnnc2-c2cnc(-c3cccs3)nc2C(F)(F)F)cc1 do in these assays?
PvdQ acylase: -5; CAL PDZ FP-1: -0.8; SR-BI uptake up: 1; SR-BI DiI inh: -1; dFosB activator: -3; NSD2 HMT inh: -2; Rtt109 HAT inh: -4

What do the screens show for `COc1ccccc1NC1C=CS(=O)(=O)C1` (configuration not stated)?
PvdQ acylase: -12; CAL PDZ FP-1: -0.4; SR-BI uptake up: 18; CAL PDZ FP-2: 1; SR-BI DiI inh: -18; dFosB activator: -5; PfHsp90 set2: 48; NSD2 HMT inh: 97*; Rtt109 HAT inh: 1

How did Cc1cccc(Nc2nnc(SCC(=O)NCC3CCCO3)s2)c1 (configuration not stated) do in these assays?
PvdQ acylase: -7; CAL PDZ FP-1: -0.6; SR-BI uptake up: 2; CAL PDZ FP-2: -2; SR-BI DiI inh: -2; dFosB activator: -7; PfHsp90 set2: 20; NSD2 HMT inh: -1; Rtt109 HAT inh: 2; MITF act: -1

Results for COC(=O)c1ccc(Sc2ccccn2)c([N+](=O)[O-])c1 ?
PvdQ acylase: -5; CAL PDZ FP-1: -0.1; SR-BI uptake up: -35; CAL PDZ FP-2: -1; SR-BI DiI inh: 35; dFosB activator: -10; PfHsp90 set2: 3; NSD2 HMT inh: 1; Rtt109 HAT inh: 6; MITF act: 15

What do the screens show for `N#Cc1ccc(NC(=O)COC(=O)CSc2nnc(-c3ccc(Cl)cc3)o2)cc1`?
PvdQ acylase: -14; CAL PDZ FP-1: -1.8; SR-BI uptake up: 18; CAL PDZ FP-2: 2; SR-BI DiI inh: -18; dFosB activator: -3; PfHsp90 set2: -25; NSD2 HMT inh: 16; Rtt109 HAT inh: -13; MITF act: 1

What do the screens show for `Cc1nc2cc(NC(=O)C3COc4ccccc4O3)ccc2s1` (configuration not stated)?
PvdQ acylase: 0; CAL PDZ FP-1: 20; SR-BI uptake up: 23; CAL PDZ FP-2: -2; SR-BI DiI inh: -23; dFosB activator: -4; NSD2 HMT inh: 0; Rtt109 HAT inh: -2; MITF act: inconclusive

What do the screens show for `COc1cc(-c2nc3n(n2)C(c2ccncc2)C(C(N)=O)=C(C)N3)cc(OC)c1OC` (configuration not stated)?
PvdQ acylase: -3; CAL PDZ FP-1: -1.8; SR-BI uptake up: 26; CAL PDZ FP-2: -7; SR-BI DiI inh: -26; dFosB activator: -12; PfHsp90 set2: -2; NSD2 HMT inh: 0; Rtt109 HAT inh: -5; MITF act: 2
